# Compound activity as filed in PubChem BioAssay.
# NR2F2 inh – NR2F2 transcriptional activity inhibitors, primary screen, cell-based, luciferase reporter, HEK293T, luminescence. COUP transcription factor 2 (Homo sapiens), P24468. HEK293T NGFI-A luciferase reporter. inhibition, % at 8.6 µM. 370,000 compounds, 0.7% hits;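 active means inhibition above a per-plate cutoff, mean inhibition of test wells between control levels plus 3 SD, cut at about 38% in these data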;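 further: cells cotransfected with COUP-TFII expression vector driving the NGFI-A reporter; 0% = median of COUP-TF2 test wells and 100% = reporter-only cells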
# Target sequence (P24468 whole entry, looked up): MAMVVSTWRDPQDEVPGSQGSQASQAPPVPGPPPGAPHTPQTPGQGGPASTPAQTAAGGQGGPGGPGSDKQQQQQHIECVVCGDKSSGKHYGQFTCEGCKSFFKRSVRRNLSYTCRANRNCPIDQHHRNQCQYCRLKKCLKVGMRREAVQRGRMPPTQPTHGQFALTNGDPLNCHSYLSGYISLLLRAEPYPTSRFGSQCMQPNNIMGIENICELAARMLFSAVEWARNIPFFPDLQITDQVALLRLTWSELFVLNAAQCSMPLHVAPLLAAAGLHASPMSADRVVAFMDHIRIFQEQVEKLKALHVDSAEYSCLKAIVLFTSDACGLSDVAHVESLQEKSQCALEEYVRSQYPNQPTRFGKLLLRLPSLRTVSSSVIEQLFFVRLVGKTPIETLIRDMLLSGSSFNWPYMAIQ
# KKLEB tox – cytotoxicity in KKLEB CF airway cells, primary screen, cytotoxicity control for CF NF-kB inhibitor project, cell-based, uHTS, fluorescence assay plates. KKLEB CF airway cells viability, ATPlite luminescence, overnight; active compounds read low; cells stimulated with P. aeruginosa culture filtrate. activity change (cytotoxicity), % at 5 µM. 360,000 compounds, 0.36% hits. AID 602141, 2011;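 active means corrected activity change at or below -50% at 5 µM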
# NCOA3 inh – SRC3 coactivator transcriptional activity inhibitors, primary screen, cell-based, luminescence; Nuclear receptor coactivator 3 (Homo sapiens), Q9Y6Q9; HEK293 GAL4-SRC3 luciferase reporter; inhibition, % at 3.6 µM; 360,000 compounds, 0.17% hits;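 active means inhibition above a per-campaign cutoff, the mean of all compounds plus 3 SD, cut at about 60% in these data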;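 further: 0% = DMSO-treated cells and 100% = gossypol-treated cells at 36 µM; higher means less SRC3-driven luciferase light from the GAL4 reporter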
# EBV LMP1 NFkB – EBV LMP1-driven NF-kappaB luciferase reporter inhibitors, primary screen, cell-based, luminescence, single point. inhibition, % at 12.5 µM. 350,000 compounds, 0.69% hits. LMP1-induced NF-kappaB luciferase reporter cells; in the data active means inhibition above about 41%; inconclusive means no clear call, values can overlap the other calls;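 further: 0% = neutral control wells and 100% = reference inhibitor control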
# CF NFkB block – inhibitors of PAF-induced NF-kB signaling, primary screen, cell-based, GFP fluorescence, uHTS. KKLEB NF-kB-GFP reporter, GFP fluorescence overnight. inhibition, % at 5 µM. 360,000 compounds, 0.86% hits. AID 588850, 2011;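 active means at least 50% inhibition at 5 µM, scaled per plate between neutral and stimulator controls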;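 further: PAF is a Pseudomonas aeruginosa culture filtrate used as stimulus; plate controls were PAF-stimulated DMSO wells for no effect and unstimulated DMSO wells for full effect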
# TRAIL sens C8 – viability loss with TRAIL in NB7+C8 cells, primary screen, TRAIL sensitizer project, cell-based, ATPlite luminescence. 360,000 compounds, 1% hits. inhibition (viability loss, TRAIL sensitization), % at 10 µM;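 active means compounds causing at least 50% loss of cell viability in the single-dose screen, relative to plate controls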
# TWEAK-Fn14 inh – inhibitors of TWEAK-Fn14 signaling, primary screen, luciferase reporter cells, uHTS; TWEAK-stimulated Fn14 reporter cells, luciferase luminescence, 8 h; inhibition, % at 10 µM; 360,000 compounds, 2% hits; AID 1159606, 2016; in the data active means inhibition above about 50%
# SRC1 inh – SRC1 coactivator transcriptional activity inhibitors, primary screen, cell-based, luminescence | Nuclear receptor coactivator 1 (Homo sapiens), Q15788 | inhibition, % at 3.6 µM | 360,000 compounds, 0.12% hits | HEK293 GAL4-SRC1 luciferase reporter;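 active means inhibition above the campaign mean plus 3 SD, with each screening campaign given its own cutoff, cut at about 60% in these data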;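 further: 0% = DMSO treated cells and 100% = gossypol at 36 µM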
# TROY NFkB inh – inhibitors of TROY-driven NF-kB signaling, primary screen, Q293 LMP1-TROYcd cells, NF-kB luciferase, uHTS; 360,000 compounds, 0.98% hits; inhibition, % at 10 µM; Q293 LMP1-TROYcd NF-kB luciferase reporter, 4 h;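 active means compounds whose plate-normalised and pattern-corrected inhibition of the luciferase reporter signal at the single screening dose is 50% or more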
# LRH-1 inv ag – LRH-1 (NR5A2) inverse agonists, primary screen, cell-based, luminescence, HEK293T, StAR-luciferase reporter; LRH-1 transfected, 24 h; inhibition, % at 3.6 µM; 360,000 compounds, 0.13% hits; Nuclear receptor subfamily 5 group A member 2 (Homo sapiens), O00482;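 active means inhibition above the mean inhibition of all tested compounds plus 3 SD, cut at about 73% in these data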;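 further: 0% = DMSO wells and 100% = reporter-only cells lacking LRH-1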
# Target sequence (O00482 whole entry, looked up): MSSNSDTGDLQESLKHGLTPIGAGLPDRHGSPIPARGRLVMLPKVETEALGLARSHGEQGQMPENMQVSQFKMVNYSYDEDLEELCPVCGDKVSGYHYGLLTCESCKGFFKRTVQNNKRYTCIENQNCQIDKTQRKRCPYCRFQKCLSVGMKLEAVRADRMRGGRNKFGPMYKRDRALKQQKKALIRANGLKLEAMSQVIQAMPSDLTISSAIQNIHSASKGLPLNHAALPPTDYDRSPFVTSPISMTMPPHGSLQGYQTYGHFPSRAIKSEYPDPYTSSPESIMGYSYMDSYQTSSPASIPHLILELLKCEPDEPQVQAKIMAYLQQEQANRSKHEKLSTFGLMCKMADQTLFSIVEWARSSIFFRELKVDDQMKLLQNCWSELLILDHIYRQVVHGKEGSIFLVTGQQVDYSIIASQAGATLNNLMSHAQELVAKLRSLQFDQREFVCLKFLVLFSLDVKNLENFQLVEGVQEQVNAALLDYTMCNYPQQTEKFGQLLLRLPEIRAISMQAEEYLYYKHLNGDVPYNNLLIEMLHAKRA
# Shn3 inh set2 – reduction of Shn3 3'UTR firefly luciferase signal, primary screen, Schnurri-3 inhibitor project, cell-based, Clone20 osteoblasts, set 2; Clone20 osteoblast Shn3 3'UTR firefly luciferase, 24 h; inhibition, % at 12.5 µM; 360,000 compounds, 0.52% hits;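 active means mean inhibition of at least 75% with every replicate also reaching 75%; inconclusive means mean inhibition at least 75% but some replicate below; inactive means mean inhibition below 75%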;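 further: 0% = median of neutral control wells and 100% = pilot-screen positive control compound; some compounds past the cut are filed as inactive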
# * marks the source's active call; other numbers are inactive results; ? = inconclusive; . = not tested or not shown; & = joins results of further samples.
cpd	compound	NR2F2 inh	KKLEB tox	NCOA3 inh	EBV LMP1 NFkB	CF NFkB block	TRAIL sens C8
1	CCOC(=O)C1=C(C)NC(C)=C(C(=O)OCC)C1c1ccc([N+](=O)[O-])s1	-11&11	-9&-1	-9&1	-39&-1	13&3	-13&-13
2	CCN(CC(=O)NC1CCS(=O)(=O)C1)C(=O)/C=C/c1cccs1 (stereo unspecified)	21	2	6	-7	2	0
3	C1=C2C[N+]3(CCCC3)CC2Cc2ccc3ccccc3c21 (stereo unspecified)	10	6	4	-3	2	6
4	O=C(Cc1ccc(Cl)cc1)N/N=C/c1cccc(O)c1	4	4	13	4	-26	-3
5	Cc1c(C(=O)NCc2ccco2)oc2c(F)cccc12	12	-1	8	-3	15	-6
6	Cc1c(C(N)=O)sc2ncn(CC(=O)NCCc3ccccc3)c(=O)c12	-11	-14	-6	-3	14	3
7	CCCOc1ccc(/C=C/c2[nH]c(=O)[nH]c(=O)c2[N+](=O)[O-])cc1OCC	10	6	15	-7	-43	-71
8	CC1(C)C(O)=C(c2nc3ccccc3[nH]2)C(=N)N1c1ccccc1	-13	0	7	-2	-27	-12

cpd	TWEAK-Fn14 inh	SRC1 inh	TROY NFkB inh	LRH-1 inv ag	Shn3 inh set2
1	-22&-19	-9&0	-13&-24	-2&-20	6&6
2	9	-13	6	-10	-7
3	6	-6	-13	3	-1
4	-7	6	-7	2	9
5	28	1	12	25	0
6	-8	-12	8	24	14
7	10	4	-6	-9	-24
8	4	-38	-13	-3	16

# New compounds follow
cpd	compound	NR2F2 inh	KKLEB tox	NCOA3 inh	EBV LMP1 NFkB	CF NFkB block	TRAIL sens C8
9	NC(=S)NNC(=O)c1cc(C(F)(F)F)cc(C(F)(F)F)c1	-2	4	14	8	-8	0
10	COc1ccc(S(=O)(=O)Nc2ccc3c(c2)OCO3)cc1C(=O)O	12	16	8	1	-26	-9
11	CC(=O)c1c(C(C)=O)c(C)n(-c2ccc(C)c(NC(=O)c3ccccc3Cl)c2)c1C	2	6	7	0	4	0
12	S=c1[nH]nc(-c2ccccc2)n1CC1CCCO1 (stereo unspecified)	13	10	-1	-12	-7	12
13	COc1ccc(S(=O)(=O)Nc2nccs2)cc1OC	3	2	9	-7	1	11
14	CCC(SC1=N/C(=C/c2ccccc2OC)C(=O)N1c1ccccc1)C(=O)Nc1cc(C)on1 (stereo unspecified)	4	-33	-25	2	17	-11
15	COc1ccc(CCN2CC(C(=O)N(C)CCOc3ccccc3)CCC2=O)cc1 (stereo unspecified)	-11	22	-7	-1	-34	-4
16	CCOC(=O)c1ccc(-c2ccc(C=O)o2)cc1	-61	0	-71	-21	-8	-4

cpd	TWEAK-Fn14 inh	SRC1 inh	TROY NFkB inh	LRH-1 inv ag	Shn3 inh set2
9	-12	3	18	2	.
10	-8	-3	-4	11	11
11	6	0	2	12	12
12	-1	4	-1	31	-2
13	-10	-1	21	3	5
14	-1	-16	-27	9	-4
15	-1	14	4	-14	4
16	29	-73	-57	-170	-77

# Retrieved by compound from the list above:
cpd	compound	NR2F2 inh	KKLEB tox	NCOA3 inh	EBV LMP1 NFkB	CF NFkB block	TRAIL sens C8
12	S=c1[nH]nc(-c2ccccc2)n1CC1CCCO1 (stereo unspecified)	13	10	-1	-12	-7	12
16	CCOC(=O)c1ccc(-c2ccc(C=O)o2)cc1	-61	0	-71	-21	-8	-4
14	CCC(SC1=N/C(=C/c2ccccc2OC)C(=O)N1c1ccccc1)C(=O)Nc1cc(C)on1 (stereo unspecified)	4	-33	-25	2	17	-11
15	COc1ccc(CCN2CC(C(=O)N(C)CCOc3ccccc3)CCC2=O)cc1 (stereo unspecified)	-11	22	-7	-1	-34	-4
10	COc1ccc(S(=O)(=O)Nc2ccc3c(c2)OCO3)cc1C(=O)O	12	16	8	1	-26	-9

cpd	TWEAK-Fn14 inh	SRC1 inh	TROY NFkB inh	LRH-1 inv ag	Shn3 inh set2
12	-1	4	-1	31	-2
16	29	-73	-57	-170	-77
14	-1	-16	-27	9	-4
15	-1	14	4	-14	4
10	-8	-3	-4	11	11

# (continued)
cpd	compound	NR2F2 inh	KKLEB tox	NCOA3 inh	EBV LMP1 NFkB	CF NFkB block	TRAIL sens C8
17	Cc1[nH]c2ccccc2c1CCNS(=O)(=O)c1ccc(S(N)(=O)=O)cc1	13	5	-15	0	-9	-20
18	C=C(C)c1cccc(C(C)(C)NC(=O)NCc2ccncc2)c1	-5	16	1	-5	-15	-8
19	O=C(C1=C(O)C(=O)N(Cc2ccco2)C1c1cccc(O)c1)c1ccco1 (stereo unspecified)	-6	-3	-4	-7	4	-6
20	COC(=O)[C@H](CCSC)NC(=O)Nc1ccc(C)c(C)c1	-15	-2	7	-5	-6	3
21	CCNC(=O)CC1SC(=Nc2cccc3ccccc23)N(C)C1=O (stereo unspecified)	10	-12	0	-9	1	6
22	COc1ccc(CC(=O)Nc2cccnc2)cc1	-7	-12	-5	0	5	-7
23	Cc1cc(/C=N/O)c(C)n1-c1ccc(Br)cc1	-2	4	13	1	5	-2
24	COc1ccc(S(=O)(=O)N(C)C[C@H]2Oc3c(NC(=O)Nc4ccc(C(F)(F)F)cc4)cccc3C(=O)N([C@H](C)CO)C[C@@H]2C)cc1	.	-5	14	10	34	-7

cpd	TWEAK-Fn14 inh	SRC1 inh	TROY NFkB inh	LRH-1 inv ag	Shn3 inh set2
17	-1	-6	-1	9	-9
18	0	0	-8	-6	-3
19	-3	6	-11	-30	-1
20	1	11	-8	11	14
21	0	4	2	7	0
22	13	2	-10	7	6
23	8	2	11	2	3
24	32	15	26	13	15

# (next part)
cpd	compound	NR2F2 inh	KKLEB tox	NCOA3 inh	EBV LMP1 NFkB	CF NFkB block	TRAIL sens C8
25	COc1ccc(OC)c(NC(=O)Nc2nnc([C@@H]3O[C@H](CO)[C@@H](O)[C@H]3O)s2)c1	2	12	-9	.	1	2
26	CCOC(=O)c1c(NC(=O)COC(=O)/C=C/c2ccco2)sc2c1CC(C)(C)NC2(C)C	-8	-20	-22	6	-20	20
27	Cc1nc(SCc2ccccc2)c2ccsc2n1	6	-7	14	8	9	2
28	CN(C(=O)COC(=O)c1ccccc1NCCO)C1CCS(=O)(=O)C1 (stereo unspecified)	7	-8	-1	-3	16	-11
29	CC(OC(=O)c1cc[n+]([O-])cc1)C(=O)NCc1ccccc1 (stereo unspecified)	-9	-2	5	-1	3	1
30	CCOc1ccc(-c2noc(COC)n2)cc1OC	-10	6	-6	-1	-5	1
31	COC(CN(C(=O)CCl)C(C(=O)NC1CCCC(C)C1C)c1ccc(C)cc1)OC (stereo unspecified)	.	-3	24	-7	2	-3
32	CC(=O)Nc1c2c(nn1-c1ccc(C)cc1C)CS(=O)C2 (stereo unspecified)	-4	-13	-21	0	6	-9

cpd	TWEAK-Fn14 inh	SRC1 inh	TROY NFkB inh	LRH-1 inv ag	Shn3 inh set2
25	7	-18	-2	1	-8
26	5	-9	24	-1	-19
27	10	-12	-3	-20	-6
28	17	-8	-4	15	-7
29	4	5	-3	-5	-3
30	-7	-25	-24	-38	-11
31	0	1	-10	-15	-14
32	0	10	-23	22	-3

# Other compounds:
cpd	compound	NR2F2 inh	KKLEB tox	NCOA3 inh	EBV LMP1 NFkB	CF NFkB block	TRAIL sens C8
33	Cc1ccc2nc(NC(=O)CSc3nnc(C)c(=O)n3N)sc2c1	-30	-18	-15	-6	-6	10
34	CCCC(=O)N1CCN(c2ccc(NC(=S)NC(=O)c3cccc(C)c3)cc2)CC1	10	-15	11	12	6	18
35	CCCS(=O)(=O)N1CCN(S(=O)(=O)c2ccccc2)CC1	13	-12	8	-10	20	-1
36	CCOc1cc(/C=C2/C(=O)ON=C2C)ccc1O	-3	-8	5	2	13	-15
37	Cn1c(=O)c2c(ncn2CC(=O)Nc2cc(S(=O)(=O)N3CCCCC3)ccc2O)n(C)c1=O	1	6	11	?	-19	1
38	CCCN(C)C1CN(Cc2cn(Cc3ccccc3)nn2)S(=O)(=O)C1 (stereo unspecified)	-11	.	.	.	.	-19
39	C[C@@]12C(=O)Nc3ccc(Br)cc3C(=O)N1[C@H]1c3cc(Cl)ccc3OC[C@@H]1[C@@H]2c1ccccc1	.	-6	18	-6	14	13
40	O=C(c1cccc(Cl)c1)N1CCC(c2nc3ccccc3[nH]2)CC1	-11	2	11	-12	3	-7

cpd	TWEAK-Fn14 inh	SRC1 inh	TROY NFkB inh	LRH-1 inv ag	Shn3 inh set2
33	-20	-18	-46	1	-65
34	23	-20	33	1	82
35	-5	-29	-5	-9	7
36	10	-7	32	27	-4
37	12	-28	2	2	-18
38	13	.	18	-17	.
39	-3	7	-1	8	34
40	-5	13	19	-2	.

# The results go on.
cpd	compound	NR2F2 inh	KKLEB tox	NCOA3 inh	EBV LMP1 NFkB	CF NFkB block	TRAIL sens C8
41	Cn1nc(C(=O)OCC(=O)N(Cc2ccccc2)C(C)(C)C)c2ccccc2c1=O	-7	-12	5	2	17	-12
42	O=C(NC1CCCCCCC1)C1CCN(S(=O)(=O)N2CCCC2)CC1	-9	0	-6	0	12	12
43	C=CCn1c(=NC(=O)CC)n(C)c2ccccc21	18	4	14	11	-2	-9
44	COCCN(C(=O)COC(=O)C1CC(=O)N(c2ccc(C)cc2)C1)c1c(N)n(Cc2ccccc2)c(=O)[nH]c1=O (stereo unspecified)	-8	16	2	-5	-37	-8
45	COC(=O)c1sc2nc(C)c([N+](=O)[O-])c(C)c2c1N	-5	-17	-11	0	-31	-4
46	O=C(Cc1ccc(-n2cccc2)cc1)NC1CCCCCC1	8	8	1	7	-8	6
47	O=C(CSc1nnc(CNC(=O)c2cccs2)o1)NC1CCCC1	9	1	-31	-5	4	-15
48	Cc1cc(C(=O)NCCN2CCOCC2)c2ccccc2n1	-10	12	-8	3	5	6
49	Cc1ccc(/C=N/NC(=O)c2nnn(-c3nonc3N)c2-c2ccc3c(c2)OCO3)s1	9	0	-7	-6	-4	-18

cpd	TWEAK-Fn14 inh	SRC1 inh	TROY NFkB inh	LRH-1 inv ag	Shn3 inh set2
41	-8	-17	9	3	-11
42	10	-9	-7	-3	-2
43	9	-2	16	6	-2
44	3	-3	-14	11	5
45	-29	-76	-66	-3	-5
46	2	15	-20	-1	12
47	-6	1	-8	-11	2
48	1	13	-19	7	-8
49	-10	10	-17	7	-33

# Only part of the results is shown; rates above refer to the full screens.
